Assay outcomes deposited in PubChem by Broad Institute.
esBAF inh: SWI/SNF esBAF complex inhibition | mouse ES cells, Bmi1-luciferase knock-in reporter, 24 h; 100% = twice the neutral-well signal | reporter increase, % at 12.5 µM | actives 2% (n = 350,000) | AID 602393; in the data active = activation above about 40%; inconclusive = no clear call, values can overlap the other calls;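 note: 0% = median of the plate's neutral control wells and 100% = double that signal; a rise in the Bmi1 reporter signal indicates esBAF inhibition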
Statin myotox sup: suppression of simvastatin myotoxicity; C2C12 myotubes + simvastatin, ATP luminescence, 48 h; scaled: DMSO 0, geranylgeraniol control 100; rescue of ATP level, % at 7.49 µM; actives 0.78% (n = 330,000); AID 602340;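 active = mean ATP rescue above about 67%, or every replicate alone reaching that limit, limit read from the data, passing the limit was not always enough; inconclusive = no clear call, values can overlap the other calls; inactive = mean under the limit and some replicate under it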;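 note: myotubes were challenged with 10 µM simvastatin during compound exposure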
* = called active by the depositor; ? = inconclusive. Only part of the results is shown; the hit share may differ from the screen's.

SMILES	esBAF inh	Statin myotox sup
CC1CCC(C(C)C)C(OC(=O)COC(=O)c2cccn2C)C1 (centres undefined)	2.2	13.9
CCOC(=O)N1CCN(C(=O)CN(c2cccc(C(F)(F)F)c2)S(=O)(=O)c2ccccc2)CC1	-3.7	-0.7
O=C(Cn1nnc2ccccc21)OCC(=O)c1ccc(Cl)c(Cl)c1	0.1	-3.9
CC1=NOC(=O)/C1=C/c1ccc(-c2ccc(Cl)cc2)o1	-82.1	-11.5
CS(=O)(=O)c1ccc(C(=O)OCc2nnc(-c3ccc(Cl)cc3)o2)cc1[N+](=O)[O-]	21.2	-17.2
O=C(NCc1cccc(C(F)(F)F)c1)c1[nH]c(C(F)(F)F)nc1-c1ccccc1	-4.3	-3.1
O=C(Nc1cccc(OC(F)(F)F)c1)c1cccc2c(-c3cccnc3)coc12	-12.0	-9.2
Cc1ccccc1-n1c(C)cc(/C=C2\NC(=O)NC2=O)c1C	30.0	-1.3
Cc1cc(=O)oc(C)c1C(=O)NCc1ccc(F)cc1	5.2	-6.2
COC(=O)C1=C(C(=O)c2ccccc2)C(c2ccc(O)c(OC)c2)n2nnnc2N1 (centres undefined)	9.2	3.9
N#C/C(=C(/O)CN1C(=O)c2ccccc2C1=O)c1nc2ccccc2[nH]1	1.6	16.4
O=C(COC(=O)c1c2c(nc3ccccc13)CCCC2)Nc1ccc2c(c1)OCO2	4.3	7.5
COc1ccc(C(=O)Nc2scc(-c3ccc(Cl)cc3Cl)c2C(N)=O)cc1	27.8	17.6
CCc1c(C)nc(N)n2c(SCC(=O)N3CCCC(C)C3)nnc12 (centres undefined)	1.7	11.4
Cc1csc(NC(=O)C2CCCCC2)n1	23.7	-0.8
C/C=C\C=C/C(=O)Nc1cccc(C2=NOC3(C2)C[C@@H](C(N)=O)N(C(=O)/C=C/C=C\C)C3)c1 (some centres undefined)	0.6	4.4
COCCN(C(=O)Cc1cccs1)C(C(=O)NCc1ccc(OC)cc1)c1ccc(OC)cc1 (centres undefined)	5.8	2.2
C[C@H](NC(=O)OC(C)(C)C)c1nnc(SCC(N)=O)o1	0.1	13.1
Cc1nn2c(NCC(C)C)c3c(nc2c1-c1ccccc1)CCC3	-2.7	-3.9
O=C(OCCO)c1cc(Cl)c(C(=O)OCCO)cc1Cl	-3.3	7.5
CCCCn1c(SCN2C(=O)c3ccccc3C2=O)nc2cc(S(N)(=O)=O)ccc21	-6.2	28.2
O=C(Nc1nc2ccc([N+](=O)[O-])cc2s1)c1ccc(S(=O)(=O)N2CCCc3ccccc32)cc1	-46.6	-141.2
CCOc1ccc(NC(=O)CN2CCN(CC(=O)Nc3cc(OC)cc(OC)c3)CC2)cc1	-9.4	15.2
O=C(NCCCn1ccnc1)c1cc(-c2ccc(Cl)cc2)nc2ccccc12	5.5	-4.9
CC(C)NCC(O)COc1c(F)cc(Br)cc1F (centres undefined)	-1.6	-4.5

4 entries from above, with values under each structure:
Below each compound: esBAF inh	Statin myotox sup
> CCOC(=O)N1CCN(C(=O)CN(c2cccc(C(F)(F)F)c2)S(=O)(=O)c2ccccc2)CC1
    -3.7	-0.7
> O=C(Cn1nnc2ccccc21)OCC(=O)c1ccc(Cl)c(Cl)c1
    0.1	-3.9
> CC1=NOC(=O)/C1=C/c1ccc(-c2ccc(Cl)cc2)o1
    -82.1	-11.5
> CS(=O)(=O)c1ccc(C(=O)OCc2nnc(-c3ccc(Cl)cc3)o2)cc1[N+](=O)[O-]
    21.2	-17.2

(listing goes on)
SMILES	esBAF inh	Statin myotox sup
COc1ccc(CN2c3c(Br)cccc3C(=O)CS2(=O)=O)cc1	-6.6	14.4
Cc1[nH]nc2nc(SCC(=O)NCC3CCCO3)n(-c3ccc(Br)cc3)c(=N)c12 (centres undefined)	-4.0	-11.7
CCCN1C(=O)/C(=C/c2cc(C)n(C)c2C)SC1=Nc1ccc(OCC)cc1	-1.6	-17.6
CC(=O)Nc1nc2ccccc2n1CCOc1ccccc1	-3.0	-25.1
O=C(Nc1ccc(N2CCCCC2)cc1)c1ccccc1	-8.4	-72.3
CCn1c2ccccc2c2cc(NC(=O)CSc3nnc(-c4cccc(C)c4)o3)ccc21	-5.8	-39.6
COC(=O)c1cccc(S(=O)(=O)N(Cc2ccco2)Cc2cc3cc(OC)ccc3[nH]c2=O)c1	-3.1	-2.0
O=C(Nc1cccc(C(F)(F)F)c1)N(Cc1ccc(Cl)cc1)CC(O)C(F)(F)F (centres undefined)	1.1	-20.7
O=C(Nc1ccncc1)c1ccc2c(c1)C(=O)N(C1CCCCC1)C2=O	1.1	-14.6
CC(=O)Nc1ccc(Oc2ncccn2)c(Cl)c1	-8.4	8.0
Cc1c(/C(O)=C2/C(=O)C(=O)N(CCN3CCOCC3)C2c2cccs2)cnn1-c1ccccc1 (centres undefined)	-11.0	11.6
O=C(OCN1C(=O)c2ccccc2C1=O)c1ccccc1	-1.2	4.5
CCN(C(=O)c1ccccc1Cl)c1ccccc1	10.6	1.5
CCOC(=O)N1CCN(c2cc(N3CCN(CC)CC3)c(F)cc2[N+](=O)[O-])CC1C (centres undefined)	5.2	4.1
N#Cc1ccccc1CSc1nc(N2CCCCC2)nc(N2CCCCC2)n1	-5.6	117.4*
CCc1cc(C(=O)O)c(NC(=O)C(c2ccccc2)c2ccccc2)s1	-2.4	8.0
COc1ccc(C(=O)c2cnc3ccccc3c2-c2ccccc2)cc1	1.7	-4.5
Cc1cc2c(c(=O)n1C1CC1)C(c1cccc(Cl)c1)C(C#N)=C(N)O2 (centres undefined)	4.0	-3.4
CCCC(c1nnnn1C1CCCCC1)N1CCN(C2CCCC2)CC1 (centres undefined)	-6.2	1.2
CN1CCc2c(sc3c2c(NCc2ccco2)nc2nnnn23)C1	4.4	6.7
Cc1cnc(C(=O)Nc2ccccc2-n2cccc2)cn1	-2.7	15.8
O=C(NC(=O)c1ccccc1)NC(=O)c1ccccc1	-2.6	4.1
CC(=O)Nc1ccc(S(=O)(=O)Nc2cc(C)cn(Cc3ccccc3)c2=O)cc1	4.6	-35.4
COCCn1c(SCc2ccc(C(=O)OC)o2)nc2ccccc2c1=O	3.1	0.6
CCCCC(=O)Nc1cc(C)c2c(=O)oc3ccccc3c2n1	-4.1	-3.0

Profiles from above. Screens in order: esBAF inh, Statin myotox sup
Profile of CCOC(=O)N1CCN(c2cc(N3CCN(CC)CC3)c(F)cc2[N+](=O)[O-])CC1C (centres undefined) : 5.2, 4.1
Profile of Cc1cc2c(c(=O)n1C1CC1)C(c1cccc(Cl)c1)C(C#N)=C(N)O2 (centres undefined) : 4.0, -3.4

(more compounds)
SMILES	esBAF inh	Statin myotox sup
CN(C)C(=O)c1c(NC(=O)c2ccco2)sc2c1CCCCC2	-8.8	1.2
O=C1c2cccc3cccc(c23)C(=O)N1c1nncs1	-10.4	7.1
O=C(c1cccc(F)c1)N1CCN(C(=O)c2cc(-c3ccc(Cl)cc3Cl)on2)CC1	-0.5	19.0
CC(C)OCCCNC(=O)c1ccc(Br)cc1	?	-7.3
COc1ccc2[nH]c(=O)c(CN(C)C(=O)C3CCCCC3)cc2c1	-3.2	12.8
CCN(c1ccccc1)S(=O)(=O)c1ccc2[nH]cc(C(=O)N3CCOCC3)c(=O)c2c1	-9.6	4.8
CCCc1nc(N)nc2c1C(=O)CC(C)(C)C2	-6.1	-12.5
COC(=O)c1cc(Br)c(=O)n(CCN2CCCCC2)c1	2.2	5.4
O=C1c2ccccc2C(=O)N1CCCCSc1nnnn1-c1ccccc1	-8.9	12.9
COc1ccc(C(C)(C)C)cc1NC(=O)C1CC=CCC1C(=O)O (centres undefined)	-0.4	-1.8
CN(C)c1ccc(/C=N/Nc2ccc(-n3ccnc3)nn2)cc1	2.4	-2.5
O=C(CCc1ccc(S(=O)(=O)N2CCOCC2)cc1)Nc1ccc(N2CCOCC2)cc1	9.4	6.8
O=C(NCc1ccco1)C1CC(=O)N(c2ccc(F)cc2)C1 (centres undefined)	-4.4	-0.9
Cc1nnc(SCc2ccc(F)cc2)s1	52.7*	6.0
Cc1ccc(-n2c(N)c(C(N)=O)sc2=S)c(C)c1	-14.5	-29.6
C/C=C(/C)C(=O)O[C@@H]1c2cc3c(c(OC)c2-c2c(cc(OC)c(OC)c2OC)[C@@H](OC(C)=O)[C@@H](C)[C@H]1C)OCO3	-9.0	-2.7
O=C(OCC(=O)N1CCCCCC1)c1cccs1	45.5*	-4.7
O=C(Cc1ccc(Cl)cc1)Nc1ccc(N2CCCC2)cc1	5.8	27.4
Cc1ccccc1NC(=O)c1cccc2nccnc12	26.9	11.1
CCOC(=O)c1oc2ccc3c(c2c1C)C(=O)CC1(CCN(C(=O)OCC)CC1)O3	-11.2	-2.2
C/C(=N\NC(=O)c1ccc(OC2CCCC2)cc1)c1ccc(C)s1	-9.5	3.8
CC(=O)COc1ccc2c3c(c(=O)oc2c1C)CCCCC3	45.0*	-57.2
CCc1cc2c(NCC(=O)O)ncnc2s1	0.8	-9.7
CC(=O)C1=C(C)NC(SCC(N)=O)=C(C#N)C1c1cccnc1 (centres undefined)	-13.3	-12.0
CC(C)c1ccc(S(=O)(=O)N2CCN(C(=O)c3cccc(F)c3)CC2)cc1	-3.3	13.0

Pulled by structure from the list above:
SMILES	esBAF inh	Statin myotox sup
O=C(OCC(=O)N1CCCCCC1)c1cccs1	45.5*	-4.7
CCc1cc2c(NCC(=O)O)ncnc2s1	0.8	-9.7
CN(C)c1ccc(/C=N/Nc2ccc(-n3ccnc3)nn2)cc1	2.4	-2.5
CC(=O)C1=C(C)NC(SCC(N)=O)=C(C#N)C1c1cccnc1 (centres undefined)	-13.3	-12.0
C/C=C(/C)C(=O)O[C@@H]1c2cc3c(c(OC)c2-c2c(cc(OC)c(OC)c2OC)[C@@H](OC(C)=O)[C@@H](C)[C@H]1C)OCO3	-9.0	-2.7
O=C(Cc1ccc(Cl)cc1)Nc1ccc(N2CCCC2)cc1	5.8	27.4

Remaining list, next part:
SMILES	esBAF inh	Statin myotox sup
Cc1ccc(-n2c(SCC(=O)NCc3ccco3)nc3sc4c(c3c2=O)CC(C)(C)SC4)cc1	-0.7	3.9
COC(=O)CNc1nc(OC)nc(N(C)C)n1	-3.9	-2.9
O=C(NCc1ccccc1)c1cc(S(=O)(=O)N2CCC3(CC2)OCCO3)ccc1F	9.5	10.3
CCc1ccc(Nc2ncc3c(n2)CC(c2ccc(OC)cc2)CC3=O)cc1 (centres undefined)	11.0	15.0
COc1ccc2[nH]cc(C(=O)CN(C)CCc3ccc(OC)c(OC)c3)c2c1	4.3	-2.3
Cc1[nH]c2ccccc2c1C(=O)CN1CCSCC1	-3.7	1.7
C1CCCC(NC2=NCCO2)CCC1	-0.5	8.7
CON/C=C(\C=Nc1ccc(Cl)cc1)c1ncc(C(F)(F)F)cc1Cl	-5.6	1.6
O=C(Nc1ccc(S(=O)(=O)Nc2nccs2)cc1)C1CCCCC1	-4.0	-3.4
Nc1ccc2nc(-c3ccc(N)c(Cl)c3)[nH]c2c1	?	39.2
COc1ccccc1-c1cc(C2CC2)nc(N)c1C#N	6.0	-0.3
Cn1nc(-c2ccc(Cl)cc2)c2cc(C(=O)N3CCN(c4ccccn4)CC3)sc21	1.5	1.3
Cc1ccc(C(=O)COc2cccc(NC(=O)c3ccco3)c2)cc1	18.6	-0.5
COc1ccc(CNC(=O)C2CCN(S(=O)(=O)c3c(C)noc3/C=C/N(C)C)CC2)cc1	-6.7	-0.8
N#Cc1nc(-c2cccc3ccccc23)oc1N1CCCCC1	5.5	-129.8
Cc1ccc2cc3c(NC(=O)c4ccco4)nn(CC(C)C)c3nc2c1	-6.5	-3.5
CC(CCc1ccccc1)NS(=O)(=O)c1ccccc1 (centres undefined)	-5.2	-10.4
COc1cccc(NC(=O)N2CCC(C(N)=O)(N3CCCCC3)CC2)c1	-1.5	-18.1
COC(=O)Nc1nnc(-c2ccccc2Cl)s1	23.6	0.2
CC(C)n1cc(/C=C2/SC(=O)N(CC(=O)Nc3ccc4c(c3)OCO4)C2=O)c2ccccc21	0.0	18.6
c1ccc2oc(-c3ccc4nc[nH]c4c3)nc2c1	47.3*	-1.1
COC(=O)CSc1nsc(SCC(=O)OC)c1C#N	1.6	3.0
Cc1nnc(NC(=O)C2c3ccccc3Oc3ccccc32)s1	-4.5	2.4
CC(C)C[C@@H](N)c1nnc(SCC(=O)c2ccc(Cl)cc2)o1	-31.5	44.6
Cc1ccc(S(=O)(=O)NCc2ccco2)c(C)c1C	-1.4	3.1
Cc1oc(CC(C)C)c(CN2CCCC2)c1C(=O)O	-6.5	-3.1
COC(=O)c1ccc(CN2C(=O)NC3(CCCc4ccccc43)C2=O)o1 (centres undefined)	-4.7	6.9

Taken from above.
Result of O=C(OCCO)c1cc(Cl)c(C(=O)OCCO)cc1Cl in Statin myotox sup: 7.5
Result of Cc1ccc(-n2c(SCC(=O)NCc3ccco3)nc3sc4c(c3c2=O)CC(C)(C)SC4)cc1 in esBAF inh: -0.7
